# Screens as filed in PubChem.
# 12-LOX inh: ALOX12 (human) lipoxygenase inhibition | P18054 | purified 12hLO, xylenol orange hydroperoxide absorbance | Potency, µM (top dose mostly 108 µM), without a hit: at the highest dose activity change, negative = inhibition, hits mostly inhibitors | 1.1% of 580,000 active | AID 1671190; further: potency means the concentration at half of the fitted maximal effect; on the % scale 0 is the no-effect control and ±100 the full control effect
# Target sequence (P18054 whole entry, looked up): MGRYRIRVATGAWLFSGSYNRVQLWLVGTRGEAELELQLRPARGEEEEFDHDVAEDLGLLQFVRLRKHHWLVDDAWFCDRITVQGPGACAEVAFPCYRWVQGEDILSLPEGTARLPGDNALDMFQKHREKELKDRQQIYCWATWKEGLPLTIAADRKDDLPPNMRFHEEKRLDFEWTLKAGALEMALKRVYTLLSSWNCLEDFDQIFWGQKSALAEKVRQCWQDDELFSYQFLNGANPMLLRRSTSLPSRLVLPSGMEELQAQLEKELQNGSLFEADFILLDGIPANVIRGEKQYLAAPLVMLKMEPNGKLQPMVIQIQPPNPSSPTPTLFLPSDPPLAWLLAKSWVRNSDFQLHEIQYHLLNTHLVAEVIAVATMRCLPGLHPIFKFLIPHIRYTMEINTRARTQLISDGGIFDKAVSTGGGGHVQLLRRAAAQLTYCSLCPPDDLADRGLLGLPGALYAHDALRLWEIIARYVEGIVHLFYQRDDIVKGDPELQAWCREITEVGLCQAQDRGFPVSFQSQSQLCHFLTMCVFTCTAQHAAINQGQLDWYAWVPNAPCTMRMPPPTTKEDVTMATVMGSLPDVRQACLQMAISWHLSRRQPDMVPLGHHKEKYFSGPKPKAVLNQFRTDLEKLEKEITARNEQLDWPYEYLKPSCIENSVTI
#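 Purified human 12hLO (150 nM final) in 25 mM Hepes, 0.01% Triton X-100, pH 7.0 was preincubated 15 min at room temperature with compound. Then 40 uM arachidonic acid was added, 30 min. Hydroperoxide was read by Fe-XO absorbance ratio 573/405 nm.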
# Pol kappa inh: DNA polymerase kappa (human) inhibition; Q9UBT6; purified Pol kappa, fluorescent DNA synthesis assay, 10 min; Potency, µM (series often up to 107 µM), without a hit: at the highest dose activity, negative = inhibition, most hits filed as inhibitors; 0.53% of 400,000 active; AID 588579; further: potency means the concentration at half of the fitted maximal effect; on the % scale 0 is the no-effect control and ±100 the full control effect
#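 Readout: fluorescence, taken kinetically at 0 and 10 min. Conditions: 10 nM Pol kappa, 15 min RT compound preincubation, 50 nM substrate final. Controls: enzyme-free buffer wells.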
# LDHA block: LDHA (human) enzyme inhibition. P00338. activity change, % (values are at about 110 or 230 µM). 0.15% of 480,000 active. purified LDHA, NADH/diaphorase-resazurin fluorescence; active compounds read low; in the data active means activity change below about -30%; inconclusive means mostly about -25% to -30%;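 further: plate controls were DMSO wells for no effect and wells without enzyme for full effect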
#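 Human LDH5 at 2 nM final in Tris HCl pH 7.4 with 0.06 mM NADH and 0.2 mM pyruvate, reacted 5 minutes at room temperature. Remaining NADH coupled via diaphorase/resazurin; resorufin fluorescence read at 0 and 20 minutes, normalized to enzyme-free and DMSO wells.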
# Anesthetic bind: candidate novel general anesthetic via apoferritin binding; P02791; 0.074% of 350,000 active; apoferritin/1-aminoanthracene competitive binding, fluorescence; Potency, µM (titrated, usually from 77.5 µM), for the others: at the highest dose activity change, negative = displacement, hits mostly inhibitors; further: potency means the concentration at half of the fitted maximal effect; on the % scale 0 is the no-effect control and ±100 the full control effect; nearly all actives have a fitted effect of over 20% in size
# Target sequence (P02791 2-175 limits assumed): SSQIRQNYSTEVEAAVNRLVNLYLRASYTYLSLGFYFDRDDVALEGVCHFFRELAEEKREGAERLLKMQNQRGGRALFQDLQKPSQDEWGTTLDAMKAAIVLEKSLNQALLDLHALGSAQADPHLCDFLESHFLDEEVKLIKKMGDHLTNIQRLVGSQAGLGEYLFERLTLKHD
#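 Probe: 1-aminoanthracene (50% saturated, PBS). Protein: horse-spleen apoferritin, 10 uM. Incubation: 10 min, room temperature. Detection: 380 nm excitation, 535 nm emission. Analysis: normalized response, four-parameter Hill.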
# RGS4 inh: blocks human RGS4-accelerated GTP hydrolysis; P49798; Transcreener GDP fluorescence polarization, RGS4-accelerated GTP hydrolysis; Potency, µM (series often up to 114 µM), inactives show top-dose activity change, negative = inhibition, hits mostly inhibitors; 0.039% of 390,000 active; AID 504845; further: potency means the concentration at half of the fitted maximal effect; on the % scale 0 is the no-effect control and ±100 the full control effect; nearly all actives have a fitted effect of over 75% in size; some results filed as inactive show a strong effect at the top dose
# Target sequence (P49798 whole entry, looked up): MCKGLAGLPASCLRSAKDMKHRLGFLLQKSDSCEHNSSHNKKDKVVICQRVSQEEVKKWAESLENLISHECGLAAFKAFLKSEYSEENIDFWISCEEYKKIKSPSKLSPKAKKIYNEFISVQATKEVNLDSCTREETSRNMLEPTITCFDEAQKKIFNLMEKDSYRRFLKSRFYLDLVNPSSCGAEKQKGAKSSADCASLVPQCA
#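 MLSMR compounds (23 nl, pin-transferred) preincubated 10 min at room temperature with a 500nM (2x) first reagent, then RGS4 at 900nM (2x) plus Transcreener GDP mix added; fluorescence polarization (620/688 nm) read before and after 90 min at 30 °C.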
# APEX1 inh: APE1 (human) endonuclease inhibition | Potency, µM (doses to about 65.8 µM), without a hit: top-dose activity change, negative = inhibition, most hits filed as inhibitors | 0.35% of 350,000 active | recombinant APE1, TAMRA/BHQ-2 abasic DNA cleavage fluorescence | P27695;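 further: potency means the concentration at half of the fitted maximal effect; plate controls were vehicle for no effect and reference inhibitor for full effect; nearly all actives have a fitted effect of over 55% in size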
#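 Readout is kinetic fluorescence (ex 525, em 598 nm) from cleavage of 50 nM TAMRA/BHQ-2 THF abasic duplex by 0.75 nM APE1, compound added 15 min beforehand at RT.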
# POLB inh: blocks human DNA polymerase beta activity; P06746; Pol beta primer extension/strand displacement, fluorescence kinetic; Potency, µM (top dose mostly 114 µM), without a hit: at the highest dose activity change, negative = inhibition, usual class: inhibitors; 1.3% of 340,000 active; AID 485314; further: potency means the concentration at half of the fitted maximal effect; on the % scale 0 is the no-effect control and ±100 the full control effect
#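 Enzyme-only controls used 10 nM Pol beta; buffer lacking enzyme served as negative control. Compound preincubated 15 min, then 50 nM substrate added; 0 and 10 min reads at room temperature.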
# Pol eta inh: inhibitors of human DNA polymerase eta | Q9Y253 | recombinant Pol eta, fluorescent DNA replication assay | Potency, µM (highest dose often 114 µM), for the others: at the top dose activity change, negative = inhibition, usual class: inhibitors | 1.2% of 390,000 active | AID 588591; further: potency means the concentration at half of the fitted maximal effect; on the % scale 0 is the no-effect control and ±100 the full control effect
#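 Pol eta (10 nM) was preincubated with compounds for 15 min at room temperature, after which fluorescent replication substrate (50 nM final) was added to start the reaction. Fluorescence was read kinetically at 0 and 10 min.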
# ERG Ets-DNA blk: ERG Ets/DNA interaction inhibition. Potency, µM (highest dose often 76.9 µM), inactives show at the top dose FP activity, negative = inhibition, most hits filed as inhibitors. fluorescence polarization, His-ERG Ets domain / labelled DNA. 0.028% of 370,000 active; active means well fitted inhibition curve with a large enough effect in the polarisation, with a control signal flat; inconclusive means small, poorly fitted or top-dose-only effect, or effect the other way, or a change in a side signal; inactive means no such curve, though single readings can be large or run the other way; the % refers to the polarisation;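 further: polarization taken with two DNA probes labelled with fluorescein and Texas red; potency means the concentration at half of the fitted maximal effect; % of control where 0% means no effect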
#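 His-tagged ERG Ets domain (1 uM in the protein solution; 300mM KCl, 50mM Tris-HCl, 1mM EDTA, 1mM DTT, pH 7.5) received compound, then a probe mix of 5 nM fluorescein-DNA and 100nM Texas-615-DNA. Fluorescence polarization was read for both dyes.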
# Active calls of the source: *; i = inactive; ? = inconclusive; / = no result given; & = joins results of further samples; [ ] = remark or other dose. Unless noted, the call rests on the fitted dose curve; in most records, active means well fitted curve in the direction sought with a large enough effect; inconclusive means small, poorly fitted or top-dose-only effect, or another doubt; inactive means no such curve, though single readings can be large; an effect the other way counts as inactive or inconclusive.
SMILES,12-LOX inh,Pol kappa inh,LDHA block,Anesthetic bind,RGS4 inh,APEX1 inh,POLB inh,Pol eta inh,ERG Ets-DNA blk
COc1cc(OC)cc(C(=O)N2CCCC(Nc3ccc(F)cc3)C2)c1 (stereo not given),0%,-5%,1,-4%,-8%,8%,40%,-8%,5%
O=C(NCc1ccc2c(c1)OCO2)C(=O)Nc1cc2c3c(c1)CC(=O)N3CCC2,1%,-5%,-8,/,13%,4%,/,4%,0%
CC(Oc1ccc(F)cc1)C(=O)Nc1cccc(-c2nn[nH]n2)c1 (stereo not given),?,-23%,-14,-4%,-28%,24%,-1%,45µM*,-2%
N#Cc1ccc(OCC(=O)N2CCCC2=O)cc1,2%,-19%,-3,/,-16%,0%,/,3%,-2%
C/C(CC(=O)Nc1ccc2c(c1)OCCO2)=N\NC(=O)Cc1ccc(Cl)cc1,0%,-26%,-1,-11%,-8%,19%,-5%,-20%,-12%
Cc1onc(-c2ccccc2)c1C(=O)OCC(=O)c1ccccc1,0%,-7%,2,-3%,1%,-9%,?,?,-11%
COc1ccc(Oc2nnc(C)c3ccccc23)cc1,1%,-3%,-1,?,-17%,-2%,12%,7%,-4%
Cc1ccc(C(=O)O/N=C(\N)c2ccc(Br)cc2)cc1C,10%,7%,-4,-9%,-9%,3%,-20%,-2%,-1%
CC(C)[C@H](NC(=O)OCc1ccccc1)C(=O)OCC(=O)c1ccccc1,181%&-8%[activator],-7%,-2&8,/,-13%,-28%,/,-19%,-20%
CCOC(=O)c1c(C)nc(C)c(C(=O)OCC)c1-c1ccc(Br)cc1,1%,-13%,-11,-6%,3%,0%,0%[57.1 µM],-9%,-6%
NC(=O)c1ccccc1NC(=O)CN1CCN(Cc2ccc(Cl)cc2Cl)CC1,0%,-11%,-9,-10%,7%,3%,90%,-8%,-13%
CCN(CC)C(=O)c1ccc(C(=O)c2ccccc2)cc1,6%[57.4 µM],-4%,-8,-19%,11%,33%[activator],-3%,10%,/
CS(=O)(=O)N(CC(=O)N1CCc2ccccc2C1)c1cccc(F)c1,-10%,-1%,0,-12%,-19%[56.9 µM],15%,1%,-9%,17%
COc1ccc2cc(-c3ccccc3)c(=O)oc2c1,9%&32%,10%,3&14,41%[activator],7%[11.4 µM],-15%,3%,-9%,9%
CCOc1ccccc1C(=O)NCC(=O)OCc1csc(CC(=O)Nc2ccc(C)cc2)n1,56%[activator],-10%,-3,/,-17%,43%,/,-26%,6%
CCC(C(=O)Nc1c(C)cc(C)cc1C)n1c(=O)c(-c2ccccc2NC(C)=O)nc2ccccc21 (stereo not given),-8%,-1%,-5,-12%,0%,/,-11%,/,0%
Cc1c(-c2ccccc2)[n+](=O)c(-c2ccc(Cl)cc2)c(C)n1[O-],19%&19%,-13%,-5&-8,-8%,-17%,-2%,9%,-19%,-11%
O=C(c1cc2cc(Br)cc(Br)c2oc1=O)N1CCCC1,0%,-20%,-3,7%,-8%,0%,1%,-13%,-9%
COc1ccc(NC(=O)OC(CN2CCCCC2)C(F)(F)F)cc1 (stereo not given),0%,-11%,-4,-19%,6%,3%,14%,-12%,-6%
NC(=O)c1c(/N=C/c2cccnc2)sc2c1CCCC2,?,-8%,16,5%,-21%,-1%,0%,-21%,1%
Cc1nc2oc(C(=O)c3ccccc3)c(N)c2c2c1COC(C)(C)C2,?,-4%,6,-7%,-7%,10%,-1%,-18%,4%
CC(C)(C)C1CCc2c(C(=O)N/N=C/c3cccs3)csc2C1 (stereo not given),-1%,-7%,2,-13%,-23%,-11%,6%,-12%,-6%
O=C(Nc1ccccc1Cl)c1cccs1,-33%,-11%,0,-23%,15%,2%,1%,-21%,-5%
CC(C)Cc1cc(C(=O)NCCN2CCOCC2)no1,-6%,3%,-3,2%,2%,1%,-27%,-5%,-7%
CC(=O)N(C)c1ccc(NC(=O)Nc2ccc(C)cc2)cc1,1%,11%,0,-7%,6%,-1%,35%,-12%,-5%
# (next part)
SMILES,12-LOX inh,Pol kappa inh,LDHA block,Anesthetic bind,RGS4 inh,APEX1 inh,POLB inh,Pol eta inh,ERG Ets-DNA blk
Cc1ccc(-c2nnn(CC(=O)Nc3cccc4cccnc34)n2)o1,39%[activator],0%,-1,2%,-29%,-2%,3%,-11%,-6%
Cc1ccc(S(=O)(=O)N2CCCC2C(=O)Nc2cc(C)on2)cc1 (stereo not given),10%,0%[60.1 µM],-3,-6%,-15%,1%,?,-3%,/
O=C(COC(=O)C12CC3CC(CC(C3)C1)C2)Nc1ccc2[nH]c(=O)[nH]c2c1,/,-11%,0,-15%,-19%,57%,?,-12%,4%
COc1ccc(NC(=O)C2=C(C)Nc3nc(CCCO)nn3C2c2ccc(O)cc2)cc1 (stereo not given),-16%,-10%[60.1 µM],-3,5%,16%,/,6%,-8%,1%
CC(=O)Nc1ccc(/C(C)=N/NC(=O)c2ccc(COc3ccccc3Cl)o2)cc1,i,-5%,-5,/,-46%,/,/,-20%,-6%
Cc1ccc(NC(=O)NCc2ccccn2)cc1Cl,5%,0%,-1,-19%,-18%,21%,-2%,-5%,-6%
COc1ccc(NC(=O)C(=O)NNC(=O)COc2ccc(OC)cc2)cc1,7%,4%,0,7%,9%,92%,1%,-7%,5%
Cc1cc(SCc2ccc(F)cc2)nc(=O)[nH]1,26%,-15%,-4,4%,-2%,1%,?,?,2%
CN(C)S(=O)(=O)N1CCN(c2cccc(Cl)c2)CC1,0%,4%,0,-2%,-16%,2%,-15%,-9%,-8%
Cc1c(Cc2ccccc2)c(=O)n2c([nH]c3ccccc32)c1C#N,-17%,-21%,4,2%,9%[11.4 µM],-3%,-9%,9%,6%
CC(=O)N1CCN(C(=O)/C(C#N)=C/c2ccc3c(c2)OCO3)CC1,-15%,-14%,2,-11%,32%,-21%,49%,1%,1%
CCOCCCn1c(C)nc2c(c1=O)c1nc3ccccc3nc1n2-c1ccc(C)cc1,13%,-5%,-4,-2%,42%,19%,32%,-8%,3%
O=C(OCC(=O)c1ccc(Cl)s1)c1cnccn1,/,-14%,-7,-10%,11%,10%,?,?,4%
CN(c1ccc(C(=O)NC2CCCCC2)cc1)S(=O)(=O)c1ccccc1,/,-2%,-3,/,-6%,/,/,-15%,6%
Cc1cc(F)ccc1S(=O)(=O)Nc1ncnc2sc3c(c12)CCC3,-8%,-14%,-13,-7%,?,-2%,-14%,5%,4%
CCCCN(C)C(=O)c1nc2ccccn2c1CN1CCN(c2cnccn2)CC1,-3%,-10%,-3,-7%,9%,4%,27%,-5%,-3%
CCN(CC)c1ccc(C=C(c2nnnn2-c2ccccc2)c2nnnn2-c2ccccc2)cc1,0%,2%,-3,-16%,-15%,0%,-10%,-17%,14%
CCCOc1ccc(N2C(=O)CC(N(Cc3ccco3)C(=O)CC)C2=O)cc1 (stereo not given),0%,-1%,-1,-7%,15%,26%,23%,-13%,4%
C/C(=C\c1ccccc1)C(=O)N1CCN(Cc2ccc3c(c2)OCO3)CC1,0%,-19%,-1,-9%,10%,20%,14%,-19%,-8%
CCOC(=O)C1CCN(Cc2c(O)ccc3ccccc23)CC1,?,-11%,32,-14%,-1%,-2%,7%,-5%,-2%
CCCCNC(=O)CSc1nnc(-c2cccc(S(=O)(=O)N3CCOCC3)c2)o1,0%,-7%,-5,/,3%,16%,/,-19%,-3%
CC(=O)c1cccc(NC(=O)COC(=O)CCC(=O)c2cccs2)c1,?,-9%,-8,/,-14%,2%,/,?,4%
Cc1ccc(OCC(=O)OC2CCCN(C)C2)cc1 (stereo not given),-10%,-10%,-2,-1%,-34%,14%,29%,-4%,?
COc1ccc(-c2cn[nH]c2-c2ccc(OCc3ccc(F)cc3)cc2O)cc1OC,-14%,-2%,-14,?,2%,?,1%,-15%,7%
CCC(c1nnnn1CCOC)N(Cc1ccc(C)cc1)Cc1cc2cc(OC)ccc2[nH]c1=O (stereo not given),?,-1%,4,-7%,-23%,3%,8%,?,3%
# New compounds follow.
SMILES,12-LOX inh,Pol kappa inh,LDHA block,Anesthetic bind,RGS4 inh,APEX1 inh,POLB inh,Pol eta inh,ERG Ets-DNA blk
CCC(=O)c1ccc(OCC(=O)OCC(=O)NCCC2=CCCCC2)cc1,-27%,-5%,-5,/,-10%,3%,/,0%,3%
Cc1ccc(S(=O)(=O)CCC(=O)OCC(=O)NCCc2ccc(F)cc2)cc1,-19%,2%,-3,/,3%,28%,/,-1%,-19%
CC(=O)NC(Cc1ccc(F)cc1)C(=O)NC1CCN(C(=O)Nc2ccc(F)cc2)CC1 (stereo not given),-3%,-1%,-5,-1%,-17%,25%[12.4 µM],3%,-6%,-8%
Cc1ccc2[nH]c(=S)cc(C)c2c1,?,-12%,6,-16%,-52%,-4%,13%,8%,-1%
O=C(NC1c2ccccc2-c2ccccc21)c1ccccc1,-16%,-1%[60.1 µM],-7,-10%,0%[11.4 µM],1%,10%,12%,-8%
COc1ccc(NC(=O)C2=CN3CCS(=O)(=O)N=C3C=C2)c(OC)c1,3%,-15%,0,/,-5%,9%,/,-1%,0%
CC1CCC(NC(=O)C(C)N2C(=O)C3CCCCC3C2=O)CC1 (stereo not given),85%[activator],-18%,-4,/,-12%,24%,/,-18%,-3%

# A portion of the library. The share of hits here may be higher or lower than overall.
